Assay outcomes (PubChem)
TCR-CD3 inh – inhibitors of human TCR-CD3 interaction, primary screen, biochemical, fluorescence, TAMRA-labeled TCR probe; AID 651800, 2012; inhibition, % at 9.4 µM; T-cell receptor (TCR); actives 0.37% (n = 360,000); in the data active means inhibition above about 19%;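 further: recombinant mutant TCR 2C K166C tagged with TAMRA read by polarization; 0% = receptor in buffer alone and 100% = receptor with positive control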
rCAG binder – binders of r(CAG) RNA repeats, primary screen, biochemical, fluorescence; r(CAG) RNA repeat, TO-PRO-1 dye displacement fluorescence; inhibition, % at 3 µM; AID 651821, 2012; actives 1.3% (n = 370,000);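 active means inhibition above the plate cutoff, the mean of all test compounds on that plate plus 3 SD, cut at about 35% in these data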;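 further: 0% = DMSO alone and 100% = 100 µM mitoxantrone as full dye displacement; higher means more dye released from RNA so lower well fluorescence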
NR1D1 modulator – modulators of Rev-erb alpha DNA binding, primary screen, biochemical, FITC-DNA, fluorescence polarization, uHTS | Nuclear receptor subfamily 1 group D member 1 (Homo sapiens), P20393 | Rev-erbα–FITC-DNA binding, 90 min | activity, % at 10 µM | actives 0.79% (n = 370,000);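 active means activity above about 14%, limit read from the data; passing the limit was not always enough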;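 further: 0% = DMSO wells with 35 nM protein and 100% = DMSO wells with 750 nM protein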
mABHD4 FP – ABHD4 inhibitors, primary screen, biochemical, fluorescence polarization, mouse; (Lyso)-N-acylphosphatidylethanolamine lipase (Mus musculus), Q8VD66; actives 0.54% (n = 370,000); inhibition, % at 8.92 µM; purified mABHD4, FP-Rh probe fluorescence polarization; AID 720543, 2013;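 active means inhibition exceeding the mean over every tested compound plus 3 SD, cut at about 30% in these data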;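 further: 0% = plate median of compound wells and 100% = S159A mutant with DMSO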
Target sequence (Q8VD66 whole entry, looked up): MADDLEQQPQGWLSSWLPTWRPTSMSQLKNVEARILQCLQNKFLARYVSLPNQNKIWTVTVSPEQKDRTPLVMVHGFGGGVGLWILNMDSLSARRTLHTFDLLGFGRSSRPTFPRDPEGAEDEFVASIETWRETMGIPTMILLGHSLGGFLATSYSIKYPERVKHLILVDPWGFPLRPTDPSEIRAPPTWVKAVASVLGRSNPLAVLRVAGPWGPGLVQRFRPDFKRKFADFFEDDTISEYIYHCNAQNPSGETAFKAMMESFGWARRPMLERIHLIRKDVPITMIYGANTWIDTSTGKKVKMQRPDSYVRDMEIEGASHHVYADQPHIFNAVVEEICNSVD
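Doses – 8.92 µM, single dose · Material – wild-type mouse ABHD4 protein · Replication – single well per compound (singlicate) · Measure – percent inhibition of probe binding, normalized to plate controls · Schedule – 45 min compound pre-incubation plus 60 min probe step, 25 °C · Detection – fluorescence polarization with parallel and perpendicular emission, 525/598 nm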
HTRA1 inhibitor – HTRA1 serine protease inhibitors, primary screen, biochemical, fluorescence polarization, HTS; AID 504803, 2011; inhibition, % at 5.96 µM; actives 0.5% (n = 340,000); recombinant HTRA1, FP-rhodamine activity-based probe; Q92743; in the data active means inhibition above about 36%;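 further: 0% = enzyme with DMSO and 100% = wells lacking enzyme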
Target sequence (Q92743 whole entry, looked up): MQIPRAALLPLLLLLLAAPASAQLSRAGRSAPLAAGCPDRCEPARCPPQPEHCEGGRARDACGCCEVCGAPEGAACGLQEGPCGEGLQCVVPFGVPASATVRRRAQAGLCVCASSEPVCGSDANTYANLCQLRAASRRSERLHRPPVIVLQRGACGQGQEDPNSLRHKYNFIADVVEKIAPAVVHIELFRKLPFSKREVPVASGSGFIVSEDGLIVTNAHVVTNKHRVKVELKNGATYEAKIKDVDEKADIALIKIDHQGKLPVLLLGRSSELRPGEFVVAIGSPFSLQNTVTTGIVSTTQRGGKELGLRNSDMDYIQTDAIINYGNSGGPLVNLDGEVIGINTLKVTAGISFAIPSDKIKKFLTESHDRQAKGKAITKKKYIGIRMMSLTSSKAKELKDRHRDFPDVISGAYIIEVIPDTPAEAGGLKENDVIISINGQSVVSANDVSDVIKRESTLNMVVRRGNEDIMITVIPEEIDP
PG9 binder – binders of HIV-1 gp120 antibody PG9, primary screen, biochemical, TR-FRET. HIV-1 gp120 / PG9 antibody interaction. TR-FRET gp120-PG9 antibody binding. inhibition, % at 6.7 µM. actives 0.43% (n = 360,000); in the data active means inhibition above about 8.5%
LEDGF integ inh – blockers of LEDGF/p75-dependent integrase strand transfer – biochemical, TR-FRET, high throughput, primary screen; HIV-1 integrase (with human LEDGF/p75); TR-FRET IN-LEDGF/p75 DNA integration, Eu/Cy5; inhibition, % at 3.7 µM; actives 0.64% (n = 370,000);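 active means inhibition above the screen-wide mean plus 3 SD, cut at about 13% in these data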;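 further: signal is the Cy5 over europium emission ratio at 671 and 618 nm; 0% = plate median of compound wells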
UHRF1 MBD2 ctr – UHRF1 methylated DNA binding inhibitors, primary screen, counter-screen for MBD2 inhibitor project, biochemical, TR-FRET, human UHRF1, single concentration; E3 ubiquitin-protein ligase UHRF1 (Homo sapiens), Q96T88; UHRF1 binding to methylated oligo; inhibition, % at 4.4 µM; actives 0.75% (n = 370,000); in the data active means inhibition above about 21%;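 further: UHRF1 SRA domain binding a hemimethylated CpG hairpin DNA probe; 0% = median of test compound wells and 100% = reference inhibitor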
PRMT1 inh – PRMT1 methyltransferase inhibitors, primary screen, biochemical, fluorescence polarization; Protein arginine N-methyltransferase 1 (Homo sapiens), Q99873; recombinant PRMT1, activity-based probe fluorescence polarization; AID 652257, 2013; inhibition, % at 2.79 µM; actives 1.3% (n = 370,000);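 active means inhibition above about 21% made by adding two undisclosed values, limit read from the data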
MBD2 inh – inhibitors of MBD2 binding to methylated DNA, primary screen, biochemical, TR-FRET, DNA-binding domain, human; inhibition, % at 4.4 µM; actives 0.31% (n = 370,000); MBD2 binding to methylated oligonucleotide; AID 686964, 2013; Methyl-CpG-binding domain protein 2 (Homo sapiens), Q9UBB5; in the data active means inhibition above about 13%
Active calls of the source: *; / = not tested or not shown.

Values run as follows: TCR-CD3 inh	rCAG binder	NR1D1 modulator	mABHD4 FP	HTRA1 inhibitor	PG9 binder	LEDGF integ inh	UHRF1 MBD2 ctr	PRMT1 inh	MBD2 inh
> CC(C)NC(=O)C(=O)NNC(=O)C12CC3CC(CC(C3)C1)C2
    -3.3	2.0	-8.2	-1.3	7.4	0.1	-4.2	2.0	1.0	-1.2
> Cc1cccc(N=NC(=S)NNc2cccc(C)c2)c1
    0.6	5.8	6.2	32.3*	36.3*	-0.3	-0.4	1.0	-3.8	0.8
> Cc1ccn2c(C(=O)N/N=C/c3ccc(Cl)cc3)c(C)nc2c1
    -1.8	-1.2	4.3	-0.2	0.8	-0.4	-1.5	-1.3	-0.5	3.8
> O=C1OC(/C=C/c2ccccc2)=NC/1=C/C=C/c1ccccc1
    -6.6	22.8	4.3	8.8	-8.9	-1.1	0.9	1.8	4.0	-0.1
> O=[N+]([O-])c1ccc(Sc2ccccc2Cl)nc1
    -1.8	1.8	0.8	-2.9	3.6	1.8	1.8	0.0	5.7	0.1
> CC(C)NC(=O)CCS(=O)(=O)c1ccc(Br)s1
    3.4	-1.5	-4.3	-0.8	0.8	-1.4	-2.1	0.1	-2.2	1.7
> CN(C(=O)COC(=O)CNC(=O)c1ccccc1Cl)c1ccccc1
    4.7	-2.2	0.1	5.0	-3.4	0.0	-0.3	0.5	3.5	0.2
> Cc1ccc(-n2nnnc2SC(C)C(=O)Nc2ccc(Cl)cn2)cc1 (stereo unspecified)
    -0.1	-0.6	3.2	1.7	-7.2	-0.9	1.9	1.6	-2.3	-1.3
> Fc1ccc(OCc2nc(-c3cccs3)no2)cc1
    -0.2	-2.6	/	-1.8	-6.2	-0.5	4.0	-1.1	-0.6	-0.3
> CC(C)c1nnc(NC(=O)CCC(=O)NC2CCCCCC2)s1
    0.1	-2.4	-3.4	-0.4	-0.1	0.4	-1.9	1.5	3.1	-4.0
> COc1ccccc1CCc1nnc(CCC(=O)NCCCOc2cccnc2)o1
    1.6	-7.4	0.0	-0.8	6.4	1.6	-4.0	1.4	-5.4	4.2
> C=C(C)CNC(=S)Nc1sc2c(c1C(=O)OCC)CC(C)(C)OC2
    0.6	0.0	-5.6	-4.9	-6.7	-0.8	-3.2	-1.1	2.5	4.6
> CS(=O)(=O)c1ccccc1-c1nnc(NC(=O)c2ccco2)o1
    1.6	4.5	-8.5	2.4	-5.5	1.1	-2.8	-1.3	-0.1	-1.1
> N#Cc1cnn(-c2ncnc3sc(-c4ccccc4)cc23)c1N
    -2.8	0.4	-2.5	-1.8	-2.2	0.1	1.1	-0.9	0.0	3.6
> C=CCn1c2ccccc2c2nnc(SCC(=O)Nc3cc(C)on3)nc21
    -5.3	8.1	-3.0	3.8	5.0	0.1	1.9	0.6	0.1	0.5
> CCN(CC)c1ccc(C=Nc2ccccc2C)c(O)c1
    -1.4	-3.0	1.6	-3.9	7.0	1.8	-4.1	4.7	5.8	0.0
> COc1ccccc1N1CCN(c2ccc([N+](=O)[O-])nc2)CC1
    5.4	-2.9	-4.0	4.2	-2.8	0.3	3.1	-1.3	2.5	-7.9
> CC1(C)CC(=O)C(C(C2=C(O)CC(C)(C)CC2=O)c2ccc(O)c([N+](=O)[O-])c2)=C(O)C1
    9.9	-1.2	1.9	8.5	7.0	-1.1	0.7	0.7	11.1	-2.6
> CCSc1ccc2c(c1)N(CCCN1CCN(C)CC1)c1ccccc1S2
    -7.3	-0.7	11.7	28.5	24.3	-3.8	-1.6	-2.4	2.0	-2.6
> O=S1(=O)CCOCCCN1Cc1ccccc1
    11.1	1.8	2.1	4.3	-2.6	-2.5	1.9	-0.5	-2.9	-4.0
> CCCn1c(SCC(=O)N(CC)c2c(N)n(Cc3ccccc3)c(=O)[nH]c2=O)nnc1-c1ccncc1
    -1.2	-0.2	0.9	4.0	5.4	-0.9	-0.8	-1.3	1.6	0.6
> COc1ccc(OC)c(NC(=O)c2cccc3c2C(=O)N(C2CCCCC2)C3)c1
    -1.7	2.6	3.4	6.0	0.6	-1.8	-4.1	-0.8	-3.4	-6.7
> Cc1cc(S(=O)(=O)Nc2cc(C)c(O)c(C)c2)c(C)s1
    5.6	-1.2	1.2	2.3	2.9	-3.2	-0.9	-4.4	2.1	-0.4
> O=C(NC1CCN(Cc2ccccc2)CC1)c1ccc(N2CC3CC(C2)c2cccc(=O)n2C3)c([N+](=O)[O-])c1 (stereo unspecified)
    6.9	-6.2	-0.1	5.1	0.7	-1.7	2.1	2.7	-3.7	-5.4
> O=C(NC1CCCCC1)N1CCc2ccccc2C1
    6.1	-6.2	4.6	-1.5	6.9	-0.7	2.9	0.0	-8.3	7.2
> O=C(CCCN1C(=O)/C(=C/c2cccs2)SC1=S)Nc1cccnc1
    -4.5	0.9	-2.2	1.6	-1.4	-1.4	0.9	-1.4	1.2	4.5
> CCN(CC)C(=O)c1ncn2c1C(=O)NC[C@@H]2C
    -4.0	0.5	-0.3	5.8	/	-0.1	-0.8	0.7	2.3	-0.5
> CC(=O)Nc1cccc(-c2ccnc3c2CC(C)(C(=O)NCCN(C)C)O3)c1 (stereo unspecified)
    -4.1	-0.5	-6.8	2.0	/	-0.2	1.1	-2.6	0.5	2.7
> CC1(C(=O)Nc2ccc(Cl)c(C(F)(F)F)c2)Cc2c(-c3cccc(C(N)=O)c3)ccnc2O1 (stereo unspecified)
    1.8	4.6	0.8	-27.1	/	1.5	0.4	12.6	-0.9	1.8
> C=CC[C@@H](CC(=O)N[C@@H](CO)Cc1ccccc1)C(=O)N[C@@H](COC(=O)[C@@H](CC=C)CC(=O)OC(C)(C)C)Cc1c[nH]c2ccccc12
    -6.9	0.1	0.2	-0.9	-1.8	0.2	-4.9	0.8	0.0	0.8

Compounds shown so far with fluorine, in the order listed:
Values run as follows: TCR-CD3 inh	rCAG binder	NR1D1 modulator	mABHD4 FP	HTRA1 inhibitor	PG9 binder	LEDGF integ inh	UHRF1 MBD2 ctr	PRMT1 inh	MBD2 inh
> Fc1ccc(OCc2nc(-c3cccs3)no2)cc1
    -0.2	-2.6	/	-1.8	-6.2	-0.5	4.0	-1.1	-0.6	-0.3
> CC1(C(=O)Nc2ccc(Cl)c(C(F)(F)F)c2)Cc2c(-c3cccc(C(N)=O)c3)ccnc2O1 (stereo unspecified)
    1.8	4.6	0.8	-27.1	/	1.5	0.4	12.6	-0.9	1.8

Later entries
Values run as follows: TCR-CD3 inh	rCAG binder	NR1D1 modulator	mABHD4 FP	HTRA1 inhibitor	PG9 binder	LEDGF integ inh	UHRF1 MBD2 ctr	PRMT1 inh	MBD2 inh
> CCn1cc(S(=O)(=O)c2ccc(OC)cc2)c(=O)c2cc(F)c(N3CCN(C)CC3)cc21
    3.8	-3.0	-3.5	5.3	2.3	-2.1	-2.3	0.6	1.7	1.9
> COc1ccccc1NC(=O)C1=C(C)Nc2nc(CCCO)nn2C1c1cccnc1 (stereo unspecified)
    4.8	-3.1	-0.6	7.3	-2.0	-1.4	-2.0	-1.0	-1.4	-4.2
> COc1ccc(-c2cc3nc4c(c(=O)n3[nH]2)CCC4)cc1
    5.0	4.3	-0.2	-1.3	11.7	-1.1	2.0	0.0	0.0	-0.2
> CC(C)NC(=O)C(=O)NCCC1CCCCN1S(=O)(=O)c1cccs1 (stereo unspecified)
    -7.5	-1.9	-5.0	-7.4	-0.9	-0.9	5.4	4.7	-3.7	2.5
> Cc1nn(-c2ccccc2)c(C)c1NC(=O)COC(=O)CC(C)c1ccccc1 (stereo unspecified)
    8.8	-8.4	3.8	3.1	6.7	-0.6	0.2	-0.4	0.6	-7.3
> O=C(c1ccc(S(=O)(=O)N2CCC(c3nc4ccccc4[nH]3)CC2)cc1)N1CCOCC1
    2.0	-1.9	-0.7	-1.3	-6.0	-0.7	0.5	21.7*	2.0	14.0*
> CCN(Cc1ccccc1)S(=O)(=O)c1ccc(C(=O)N(CCCN(C)C)c2nc3c(C)c(C)ccc3s2)cc1
    -2.9	3.2	2.1	19.7	-39.7	1.2	-1.4	-0.3	0.2	-0.9
> COc1cc(/C=N/NC(=O)c2ccncc2)ccc1OCC(=O)Nc1ccc(C)c(C)c1
    4.0	1.4	7.3	-6.2	-14.5	-0.4	1.6	-0.1	4.9	-6.0
> Cc1ccc(NC(=O)CSC2=Nc3ccccc3C3CC=NN23)c(C)c1 (stereo unspecified)
    -12.9	2.8	1.3	-3.6	-2.8	1.9	-1.3	-2.3	8.0	4.1
> Cc1cc(C)n(-c2cc(N3CCOCC3)nc(-c3ccccc3)n2)n1
    -3.0	-1.6	18.3*	-1.4	-5.3	2.7	1.5	6.7	2.8	1.4
> CCCCCCCCCCCCCCCC[N+](C)(C)CC
    4.0	6.0	5.5	46.5*	60.6*	-2.2	3.9	-1.3	-4.4	-6.0
> CS(=O)(=O)N(CC(=O)Nc1cccnc1)c1ccc2c(c1)OCCO2
    4.1	-0.3	-5.1	-0.6	5.7	0.8	2.6	-4.1	-5.1	2.8
> Cc1cc2c(c(=O)o1)[C@@]1(C(=O)N(C)c3ccccc31)C1=C(CCC1=O)O2
    -3.2	-1.5	2.4	-1.2	/	0.2	-1.9	-0.5	4.4	-5.0
> COCCNC(=O)CN(CCc1ccccc1)S(=O)(=O)c1ccc(Br)cc1
    -3.1	-5.0	7.7	4.4	1.0	-1.1	-5.4	0.5	0.4	1.6
> Cc1cc(/C=N/n2cnnc2)c(C)n1-c1ccc(Cl)cc1
    -3.7	-4.1	9.8	6.4	3.6	-0.2	-7.3	-1.5	4.6	-0.6
> Cc1ccc(NC2=NCC(=O)N2Cc2ccc3c(c2)OCO3)c(C)c1
    4.5	-2.1	0.9	16.0	0.0	-1.8	3.0	13.8	2.1	6.0
> CC1CCN(C(=O)CSc2nc(C(C)C)nc3c2c(=O)n(C)c(=O)n3C)CC1
    -1.8	-9.4	-2.6	1.1	3.8	0.9	2.1	-1.3	-1.6	2.1
> O=c1c2ccccc2nc2n1CCCCN2
    2.6	-0.7	-1.0	-2.9	3.6	1.2	-0.8	17.0	0.6	-4.4
> Cn1cc(-c2coc3c(C(=O)Nc4ccccc4)cccc23)cn1
    -6.8	5.9	-0.5	-3.3	/	0.7	-1.0	0.6	2.4	1.5
> CCN1C(=S)N[C@@H](CCc2ccccc2)C(C(=O)OC)=C1C
    -5.9	-5.5	-2.8	-4.1	-8.9	2.1	-2.6	0.1	2.8	1.4
> N/C(=N\OC(=O)C1CCCCC1)c1ccc(Cl)cc1
    4.1	-0.5	-3.5	-1.2	10.1	0.0	2.5	-2.6	-4.3	-7.2

Some of the compounds tested; count on the stated rates, not on these rows.
